# Screening results: PubChem BioAssay, University of Kansas High Throughput Screening Laboratory
# mHTT-CaM PPI inh = mutant huntingtin-calmodulin interaction inhibitors – biochemical, AlphaScreen, primary screen. inhibition, % at 15 µM. actives 3.6% (n = 190,000). AlphaScreen His-mHTT/GST-CaM binding, luminescence;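 also: 0% = both proteins with DMSO and 100% = one protein alone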
# Pf apPOL block = Pf-apPOL inhibitors, biochemical, fluorescence; inhibition, % at 10 µM; AID 1794808, 2022; Recombinant Pf-apPOL, molecular beacon fluorescence, 1.5 h; actives 0.25% (n = 210,000); Plasmodium falciparum apicoplast DNA polymerase (apPOL)
# An asterisk follows results filed as active; . = no result given; & = joins results of further samples. Rule as the data show it: active = inhibition above about 50%; inactive = the rest. Compounds were not picked by outcome (roughly 3.5% active in at least one column).
SMILES,mHTT-CaM PPI inh,Pf apPOL block
CC1CCCCN1S(=O)(=O)c1ccc(NC(=O)c2cncc(Br)c2)cc1 (centres undefined),1,-2
O=C(c1ccno1)N(Cc1ccccc1)c1nc2c(F)cc(F)cc2s1,7,-10
Cc1cc(C)c(N2C(=O)C3C4C=CC(CO)(O4)C3C2=O)c(C)c1 (centres undefined),-6,-5
O=C(NCc1cccnc1)c1cccc(CN2C(=O)C3CCCN3C(=O)c3ccccc32)c1 (centres undefined),-6,-5
CC(=O)Nc1ccc(NC(=O)COc2ccc(Cl)cc2Cl)cc1,3,0
COc1ccc(-c2c(C(F)(F)F)oc3cc(OCC(=O)OC(C)(C)C)ccc3c2=O)cc1,-2,-1
COc1ccc(Cl)cc1NC(=O)c1ccc(OC)c([N+](=O)[O-])c1,-2,-3
CCn1cnc2ccc(-c3noc(-c4ccccc4OC)n3)cc21,31,-6
O=S1(=O)C[C@H](N2CCC(Cc3ccccc3)CC2)[C@@H](COCc2ccccc2)N1,32,-4
O=C(CSc1nnc(CNC(=O)c2c(F)cccc2Cl)o1)Nc1cccc(F)c1,-5,-3
CCc1ccccc1N1CC23C=CC(O2)C(C(=O)O)C3C1=O (centres undefined),1,-2
CCc1ccc(CNC(=O)c2coc(=O)c3ccccc23)cc1,4,-2
Cc1ccc(N2C(=O)c3ccc(S(=O)(=O)c4cccc(C(=O)O)c4)cc3C2=O)c(C)c1,5,-1
O=C(c1ccco1)N(Cc1cccnc1)c1nc2ccc(F)cc2s1,-4,4
O=C(CSc1nc(O)c(Cc2ccccc2)c(=O)[nH]1)N1CCCCC1,-1,-4
Cc1ccc(NC(=O)N2CCC(N3CCN(Cc4ccccc4)C3=O)CC2)cc1,-4,4
S=C(Nc1ccc(Cl)c(Cl)c1)Nc1cc(-c2cccs2)[nH]n1,.,1
Cc1oc2c3c(ccc2c(=O)c1-c1ccccc1)OCN(c1ccc(CCO)cc1)C3,33&11,6&0
CCOc1ccc(C2=CC(c3ccccc3OC(F)F)n3ncnc3N2)cc1Cl (centres undefined),5,-4
COc1ccccc1N1CCN(C(=O)c2cn3cc(C)ccc3n2)CC1,-3,-1
COc1ccc(C2CC(=O)C3=C(C2)Nc2ccccc2NC3c2cc(F)ccc2F)cc1OC (centres undefined),33,-3
COc1cc(C(Nc2cccc(C)n2)c2ccc3ccc(C)nc3c2O)ccc1O (centres undefined),97*,-79
CC1CCN(Cc2csc(N3CCN(C(=O)C(C)C)CC3)n2)CC1,1,1
COc1ccc(-c2nnc(N3CCC(C(=O)NCc4cccc(OC)c4)CC3)o2)cc1,21,-1
CC1CC(C)CN(S(=O)(=O)N2CCCC(C(=O)NC3CCCCC3C)C2)C1 (centres undefined),-9,-14

# Arranged by formula weight (low to high): part of the list above.
SMILES,mHTT-CaM PPI inh,Pf apPOL block
Cc1cc(C)c(N2C(=O)C3C4C=CC(CO)(O4)C3C2=O)c(C)c1 (centres undefined),-6,-5
COc1ccc(Cl)cc1NC(=O)c1ccc(OC)c([N+](=O)[O-])c1,-2,-3
COc1cc(C(Nc2cccc(C)n2)c2ccc3ccc(C)nc3c2O)ccc1O (centres undefined),97*,-79

# The listing picks up, starting 3 compounds before the break.
SMILES,mHTT-CaM PPI inh,Pf apPOL block
CC1CCN(Cc2csc(N3CCN(C(=O)C(C)C)CC3)n2)CC1,1,1
COc1ccc(-c2nnc(N3CCC(C(=O)NCc4cccc(OC)c4)CC3)o2)cc1,21,-1
CC1CC(C)CN(S(=O)(=O)N2CCCC(C(=O)NC3CCCCC3C)C2)C1 (centres undefined),-9,-14
O=[N+]([O-])c1ccc(NCCO)nc1,.,-5
CCOc1ccc(CC(=O)Nc2c(C(C)=O)oc3ccc(Cl)cc23)cc1OCC,-5,-2
CCN(Cc1ccccc1)S(=O)(=O)c1cc(C(=O)Nc2ccc(F)c(F)c2)ccc1F,-26,53*
CC(C)(C)n1nc2c(c1NC(=O)c1ccc(Br)cc1)CSC2,44,0
COc1ccccc1/C=C1\N=C(c2ccc(Cl)c([N+](=O)[O-])c2)OC1=O,5,0
O=C(Nc1cccc([N+](=O)[O-])c1)c1ccncc1,-3,-6
O=C(CNS(=O)(=O)c1cccs1)Nc1ccccn1,5,1
CCCc1cc(=O)n(CC(=O)Nc2cc(C)on2)c(-n2nc(C)cc2C)n1,-13,-7
O=C(CN1CCN(CCOCCO)CC1)Nc1ccc(OC(F)(F)F)cc1,-2,-7
O=C(Nc1nn[nH]n1)C1c2ccccc2Oc2ccccc21,13,-3
COc1ccc(NC(=O)c2sc3nc(C(F)(F)F)cc(C)c3c2N)cc1OC,21,-3
COc1ccc(OCCN(C)Cc2ccccc2)cc1,-5,5
CCOC(=O)C1CCN(Cc2cc(=O)oc3c(C)cc(C)cc23)CC1,-12,-6
CCc1ccc(CNC(=O)c2ccc(CS(=O)(=O)Cc3ccccc3C)o2)cc1,10,-14
CCC(C)OC1CCS(=O)(=O)C1 (centres undefined),-3,0
O=C(c1ccsc1)N1CCCCC1c1nncn1CC1CC1 (centres undefined),-10,3
Cc1csc(NC(=O)CN2CCN(Cc3nc4ccccc4n3C)CC2)n1,-9,-5
O=C1OC(c2ccc(F)cc2)=N/C1=C\c1ccc(I)o1,12,-3
N=c1n(CCN2CCCCC2)c2ccccc2n1CC(O)c1cccc(Br)c1 (centres undefined),4,1
CCCCOc1ccc(NC(=O)CSc2nnc(N)s2)cc1,4,2
CCc1ccccc1N1CCN(C(=O)c2cccc(Br)c2)C(C)C1=O (centres undefined),19,-4
Cc1ccc2nc(SCC(=O)Nc3ccc(F)c(F)c3)[nH]c2c1,3,1
CC(=O)NCc1csc(C2CCCN(C(=O)c3cc(F)cc(F)c3)C2)n1 (centres undefined),-8,0
O=C1OC(/C=C/c2cccc([N+](=O)[O-])c2)=NC/1=C/c1ccccc1[N+](=O)[O-],-2,-2
Cc1cc(C)n2nc(SCC(=O)NCc3ccc(Cl)cc3)nc2n1,-6,-13
# Continuation.
SMILES,mHTT-CaM PPI inh,Pf apPOL block
O=C(Nc1ccc(Cl)cc1)Nc1cccn2ncnc12,-2,-2
CCC(C)NC(=O)CNC(=O)c1nn(-c2ccc(OC)c(OC)c2)c(=O)c2ccccc12 (centres undefined),4,-5
Cc1cccc(C2CCCN2C(=O)c2cccs2)c1 (centres undefined),-6,6
O=C1NC(=Nc2ccccc2)S/C1=C/c1cc(I)ccc1O,52*,-6
O=C(Nc1ccc(OCc2ccccc2)cc1)NC1CCCc2ccccc21 (centres undefined),.,-6&-4
Cc1cc(C)n(-c2cc(N3CCCC(C(=O)Nc4nccs4)C3)ncn2)n1 (centres undefined),-2,-11
COc1cccc(CNC(=O)c2c[nH]n3c(=O)c(Cc4ccc(C)cc4)c(C)nc23)c1,61*,-17
Cc1ccc(C(=O)N2CCc3nc4cc(-c5ccccc5Cl)[nH]n4c(=O)c3C2)cn1,1,-3
CCC(C)C(=O)N1CCc2[nH]nc(C(=O)NCc3cccc(C)c3)c2C1 (centres undefined),15,0
CCc1nc(N2CCOCC2)c(C#N)c2c1CCCC2,-18,0
CCc1ccc(NC(=O)c2nnn(CC(=O)Nc3cccc(Cl)c3)c2N)cc1,10,-29
CCCCC(CC)C(=O)N1CC(C)OC(C)C1 (centres undefined),-4,.
O=C(NCc1cccnc1)c1csc2c1CCCC2,1,-6
O=C(NC1CC1)c1ccc(OCC2CCCN2C(=O)c2ccco2)cc1 (centres undefined),-1,2
Cc1ccc(Br)cc1N1CCC(C(=O)NC(C)c2ccccc2)C1=O (centres undefined),2,0
Cc1ccc(C(O)CNC(=O)C2(c3cccs3)CCCC2)o1 (centres undefined),-14,-5
O=P1(c2ccccc2)OCCN1C12CC3CC(CC(C3)C1)C2 (centres undefined),-2,.
CC(=O)c1c(C)nc(-c2ccccc2)nc1NC(=O)Cc1ccccc1,-5,8
CC(C)N(C)c1nc(-c2ccccc2)ncc1C(=O)Nc1ccc(F)cc1,-7,-1
COc1ccc(-n2c(C)cc(/C=C/[N+](=O)[O-])c2C)cc1Cl,75*,-2
COc1ccc(C(=O)NCCn2cc(SCc3ccc(F)cc3)c3ccccc32)cc1,17,-3
O=C(C1CC(c2c(F)cccc2Cl)=NO1)N1CCCCC1 (centres undefined),-9,3
Cc1c(C(=O)O)oc2ccc(S(=O)(=O)N(C)C3CCCCC3)cc12,-1,-1
Cc1ccc(Cl)cc1NC(=O)N1CCc2nc[nH]c2C1,-10,-1
COc1ccccc1CNCc1ccc(C)cc1,-2,-6

# Compounds shown so far that have a furan ring, fused or not:
SMILES,mHTT-CaM PPI inh,Pf apPOL block
O=C(c1ccco1)N(Cc1cccnc1)c1nc2ccc(F)cc2s1,-4,4
CCOc1ccc(CC(=O)Nc2c(C(C)=O)oc3ccc(Cl)cc23)cc1OCC,-5,-2
CCc1ccc(CNC(=O)c2ccc(CS(=O)(=O)Cc3ccccc3C)o2)cc1,10,-14
O=C1OC(c2ccc(F)cc2)=N/C1=C\c1ccc(I)o1,12,-3
O=C(NC1CC1)c1ccc(OCC2CCCN2C(=O)c2ccco2)cc1 (centres undefined),-1,2
Cc1ccc(C(O)CNC(=O)C2(c3cccs3)CCCC2)o1 (centres undefined),-14,-5
Cc1c(C(=O)O)oc2ccc(S(=O)(=O)N(C)C3CCCCC3)cc12,-1,-1

# Further results
SMILES,mHTT-CaM PPI inh,Pf apPOL block
Cc1cc(NC(=O)C(=O)NCc2cccc(Cl)c2)no1,.,-5
CCOc1ccccc1C1C(C(=O)Nc2ccccc2)=C(C)Nc2nnnn21 (centres undefined),5,-2
Cc1oc(C2CCN(C(=O)c3ccc(C#N)cc3)CC2)nc1C(=O)N(C)C,-6,1
O=C(O)C1CCCCC1C(=O)NCCc1ccccc1 (centres undefined),-5,-1
CCC(=O)NCc1csc(C2CCN(C(=O)c3ccc(F)cc3)CC2)n1,-10,-2
CCOC(=O)C(C)Oc1cc2c(-c3cc4cccc(OC)c4o3)cc(=O)oc2cc1C (centres undefined),-4,0
Cc1ccc(NC(=O)c2c(O)c3cccnc3n(-c3cccc(F)c3)c2=O)cc1F,-1,-1
CCc1ccc(NS(=O)(=O)c2cc(Br)cc3c2N(C(C)=O)CC3)cc1,3,-3
CCS(=O)(=O)CCCc1nnc(NC(=O)Nc2cccc(C(F)(F)F)c2)s1,-2,1
Fc1cccc(CNC(=S)O[C@H]2CCC23CCC(c2ccccc2)CC3)c1 (some centres undefined),-26,-7
COc1cccc(CNC(=O)N2CCCN(C3CCN(CC4CC4)C3=O)CC2)c1 (centres undefined),19,4
Cc1nc2ccccc2c2c1C(=O)N(C(C)Cc1ccccc1)C2=O (centres undefined),40,-5
CCCn1ccc2sc(C)c(C(=O)N3CCN(c4ccc(F)cc4)CC3)c2c1=O,60*,1
O=C(CCCS(=O)(=O)c1ccc(Cl)cc1)Nc1ccc([N+](=O)[O-])cc1,0,-6
O=C(O)CCNC(=S)Nc1ccc(F)c(Cl)c1,.,7&-6
O=C(NC1CCCCC1)c1cc2c(s1)CCN(C(=O)c1ccccc1)C2,-4,1
CCC(C)Sc1oc(-c2ccco2)nc1S(=O)(=O)c1ccccc1 (centres undefined),-8,-8
CC(C)c1ccc(N2C(=O)CCC2(C)C(=O)NC2CCCC2)cc1 (centres undefined),0,-1
CCN1CCN(CCNC(=O)c2ccc3nc(-c4ccc(Cl)cc4)cn3c2)CC1,14,-4
COc1ccc(C(=O)NCC(C)(O)CCSC)cc1 (centres undefined),-2,-2
C=CCn1c(=N)c(C(=O)NCc2ccco2)cc2c(=O)n3ccccc3nc21,0,-5
Cc1ccccc1OCC(=O)Nc1cccc(-c2nc3ncccc3o2)c1,3&13,6&-3
Cc1[nH]c2ccccc2c1/C=c1\sc2nc3ccccc3n2c1=O,7,0
CNC(=S)NN=Cc1cccc([N+](=O)[O-])c1,.,-7
Cc1oc(C2CCC2)nc1C(=O)NCc1ccc2c(c1)OCO2,-10,-2
# New compounds follow.
SMILES,mHTT-CaM PPI inh,Pf apPOL block
CCN(CC)C(=O)COc1ccc2c(C)c(C)c(=O)oc2c1C,-5,2
O=C(CNC(=O)c1c[nH]c2ccccc12)NCc1ccc(OC(F)(F)F)cc1,-10,-11
Nc1c(C(=O)Nc2ccc(Cl)c(Cl)c2)sc2[nH]c(=O)c(C(=O)O)cc12,44,-9
O=C(NCCOCc1ccccc1)c1ccccc1Br,-8,2
Cc1ccc(S(=O)(=O)Nc2nc(-c3ccccc3)c(-c3ccccc3)o2)cc1,50*,-6
N#CC1=C(N)Oc2n[nH]c(-c3cccs3)c2C1c1c(F)cccc1Cl (centres undefined),31,-7
Cc1ccc(C(=O)Nc2ccc(NC(=O)c3cccs3)cc2)cc1[N+](=O)[O-],0,-5
O=C(NCCN1CCCCC1)c1cc2cn(C3CCCC3)cc2s1,36,4
COCCCn1cc(CN2CC(N3CCCCC3)CS2(=O)=O)nn1 (centres undefined),-9,-2
CCOC(=O)c1ccc(NC(=S)NNC(C)(C)C)cc1,.,3
O=C(C1c2ccccc2Oc2ccccc21)N1CCN=C1SCc1cccc([N+](=O)[O-])c1,9,-5
CCc1cc(C(=O)N2CCN(CC)CC2)nc2cc(-c3ccsc3)nn12,-9,-8
Cc1oc2c(CN3CCN(CCO)CC3)c(O)ccc2c(=O)c1Oc1ccccc1Br,2,-6

# 3 records drawn at random from the list so far:
SMILES,mHTT-CaM PPI inh,Pf apPOL block
O=C(CNC(=O)c1c[nH]c2ccccc12)NCc1ccc(OC(F)(F)F)cc1,-10,-11
CCc1cc(C(=O)N2CCN(CC)CC2)nc2cc(-c3ccsc3)nn12,-9,-8
CCOC(=O)c1ccc(NC(=S)NNC(C)(C)C)cc1,.,3
